Screening data from PubChem BioAssay.
HCT116 bCat-KO: beta-catenin-lacking colon tumor cell growth suppression | 140,000 compounds, 1.5% hits | viability, % at 10 µM | HCT116 beta-catenin knockout viability, CellTiter-Glo, 60 h; active compounds read low;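 active = viability at or under a set limit, the compound median less 4 SD, cut at about 6% in these data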;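 note: 0% = Hyamine 1622 control at 20 µM and 100% = untreated cell control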
PTEN del growth: growth suppressors of cells with PTEN tumor suppressor deletion. AID 827. HCT116 PTEN-null viability, CellTiter-Glo, 60 h; active compounds read low. 140,000 compounds, 1.2% hits. viability, % at 10 µM;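 active = viability at or below a set limit, 4 SD under the median of all tested compounds, cut at about 3.7% in these data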;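 note: PTEN knockout HCT116 line with beta catenin targeted HCT116 as companion control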
MRP1 act: MRP-1 activation. H69AR cells + doxorubicin, viability rescue, CellTiter-Glo. viability increase, % at 10 µM. 140,000 compounds, 0.61% hits;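 active = viability gain under doxorubicin at or above a set limit, the compound median plus 3 SD, cut at about 4.7% in these data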;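 note: MRP-1 overexpressing cells given doxorubicin 25 µM after compound pretreatment; 18-22 h compound pretreatment then 72 h with doxorubicin before readout; 0% = doxorubicin-only wells and 100% = vehicle-treated cells without doxorubicin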
NPY-Y2 antag: blocks the human neuropeptide Y Y2 receptor | P49146 | NPY-Y2 expressing cells, antagonist mode | inhibition, % at 2.7 µM | 140,000 compounds, 0.99% hits | AID 793; in the data active = inhibition above about 17%;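 note: 0% = vehicle with agonist challenge and 100% = reference antagonist with challenge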
Target sequence (P49146 whole entry, looked up): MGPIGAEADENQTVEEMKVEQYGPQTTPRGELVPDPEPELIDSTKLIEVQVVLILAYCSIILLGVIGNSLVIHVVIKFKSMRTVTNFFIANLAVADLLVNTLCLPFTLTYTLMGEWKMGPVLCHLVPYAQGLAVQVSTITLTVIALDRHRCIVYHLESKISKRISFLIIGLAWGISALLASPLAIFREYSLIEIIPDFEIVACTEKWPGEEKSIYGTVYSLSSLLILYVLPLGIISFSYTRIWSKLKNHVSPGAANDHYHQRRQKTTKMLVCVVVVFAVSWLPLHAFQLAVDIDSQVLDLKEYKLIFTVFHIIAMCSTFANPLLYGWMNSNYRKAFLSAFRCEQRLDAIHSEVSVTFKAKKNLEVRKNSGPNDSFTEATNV
Measles CPE: protection of cells from measles virus | Measles virus-infected cells, CPE protection, absorbance | protection (pct of control), % at 4 µM | 140,000 compounds, 1.5% hits | AID 841; in the data active = protection mostly above about 24%, no sharp cut-off; inactive = mostly below about 26%; note: some compounds called inactive have numbers as strong as hits
BB579 growth dn: yeast BB579 growth reduction in restrictive medium; S. cerevisiae BB579 growth, OD615, 48 h; inhibition, % at 10 µM; 140,000 compounds, 0.51% hits;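 active = inhibition above a set limit, 3 SD over the mean compound inhibition, cut at about 44% in these data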; note: inactives centre near -24
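System: Saccharomyces cerevisiae DeaD strain BB579, replicative lifespan model yeast | Buffer or medium: Restrictive glucose-based CSMM-D medium | Times: 4 h preincubation and 48 h exposure at 30 °C | Detection: OD615 turbidity measurement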
Phagocyt inh: blocks phagocytosis by macrophages; J774A.1 macrophage IgG-bead phagocytosis, imaging; inhibition, % at 5 µM; 110,000 compounds, 0.07% hits; AID 1029;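 active = inhibition above the mean of the plate negative controls plus 5 SD, cut at about 13% in these data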;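 note: phagocytic index as fraction of beads internalized from green versus red external bead signal; plate controls were DMSO negative control for no effect and cytochalasin-D positive control for full effect; some results beyond the cut were filed as inactive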
Yeast lifespan up: extends the lifespan of yeast. inhibition of the nicotinamide effect, % at 10 µM. 130,000 compounds, 0.68% hits. AID 775. S. cerevisiae growth with nicotinamide, OD615; deaD strain in restrictive glucose medium;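 active = inhibition above a set limit, placed 3 SD over the median of all compounds, cut at about 26% in these data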;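 note: 0% = nicotinamide-treated wells and 100% = cells grown without nicotinamide; some compounds called inactive have numbers as strong as hits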
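Material: Modified budding yeast, DeaD strain | Medium: Restrictive glucose medium | Probe or stimulus: 1.5 mM nicotinamide | Dosing: Single dose 10 µM compound, 0.25% DMSO | Times: 48 h at 30 °C | Technique: OD615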
GALR2 antag: antagonists of human galanin receptor 2 (GALR2). inhibition, % at 4 µM. AID 828. 140,000 compounds, 0.39% hits. GALR2-expressing cells, antagonist mode. O43603; in the data active = inhibition above about 27%;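 note: cells stimulated with galanin 1-16 at roughly its EC80; 0% = agonist challenge control and 100% = basal control without agonist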
Target sequence (O43603 whole entry, looked up): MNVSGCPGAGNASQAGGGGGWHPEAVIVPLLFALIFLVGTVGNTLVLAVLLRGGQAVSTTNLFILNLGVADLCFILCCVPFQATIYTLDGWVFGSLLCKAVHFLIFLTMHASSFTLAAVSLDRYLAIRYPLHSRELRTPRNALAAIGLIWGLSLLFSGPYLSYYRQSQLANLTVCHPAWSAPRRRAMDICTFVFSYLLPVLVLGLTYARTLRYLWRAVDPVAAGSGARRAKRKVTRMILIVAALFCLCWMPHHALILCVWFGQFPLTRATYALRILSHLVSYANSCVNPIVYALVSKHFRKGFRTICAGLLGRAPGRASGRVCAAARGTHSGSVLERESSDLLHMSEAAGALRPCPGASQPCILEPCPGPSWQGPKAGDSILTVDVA
E-sel TNF inh: TNF alpha driven E-selectin expression inhibition; HUVEC TNFa-induced E-selectin immunofluorescence, high content; inhibition, % at 2 µM; 120,000 compounds, 0.71% hits;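 active = inhibition above the batch mean plus 3 SD, and confirmed as a hit on visual image review, cut at about 43% in these data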;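 note: 0% = TNF-stimulated DMSO wells and 100% = unstimulated control wells; not every result past the cut was called active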
Numbers without * were called inactive; nt = not tested or not shown.

SMILES | HCT116 bCat-KO | PTEN del growth | MRP1 act | NPY-Y2 antag | Measles CPE | BB579 growth dn | Phagocyt inh | Yeast lifespan up | GALR2 antag | E-sel TNF inh
Cc1cc2n(n1)C(c1sccc1C)Nc1c(C)cccc1-2 (stereo not given) | 80 | 81 | -0.9 | 1 | 23 | -26 | -1 | -2 | 4 | -3
O=C1/C(=C\c2cccnc2)CCc2ccccc21 | 21 | 11 | -6.4 | 2 | 14 | 16 | -3 | 4 | -1 | -10
O=C(NCc1ccccc1)c1cccc(COc2cc(Cl)ccc2Cl)c1 | 81 | 87 | 0.6 | 10 | 44* | -46 | -11 | 6 | -6 | -20
O=C(N/N=C\c1c(O)ccc2ccccc12)c1ccc(S(=O)(=O)N2CCCCC2)cc1 | 10 | 17 | -2.8 | 0 | 17 | -26 | -8 | 0 | 8 | nt
CC(C)NC(=O)c1ccc(C2SCC(=O)N2Cc2ccccc2)cc1 (stereo not given) | 97 | 92 | -0.9 | 2 | 9 | 8 | nt | nt | 5 | 3
O=C(O)CCn1cc(/C=C\C(=O)c2ccc(Cl)cc2)c(-c2cccc(Br)c2)n1 | 53 | 49 | -3.7 | 3 | 10 | -18 | -10 | -4 | -4 | nt
CCN(C(=S)Nc1ccc(Oc2ccccc2)cc1)c1ccccc1 | 86 | 93 | -0.9 | 3 | 4 | -19 | -9 | 6 | 9 | 2
CN(c1cccc(NC(=O)CN(c2cccc(Cl)c2)S(=O)(=O)c2ccccc2)c1)S(C)(=O)=O | 72 | 74 | 1.9 | -1 | 19 | -6 | -12 | 1 | 4 | -25
CCc1ccc(NC(=O)CSCc2nc(N)nc(Nc3ccccc3CC)n2)cc1 | 82 | 84 | -3.7 | 0 | 5 | -8 | nt | -4 | -10 | 8
COc1ccc(S(=O)(=O)N2C3CCC2CC(NC(=O)NC2CCCCC2)C3)cc1 (stereo not given) | 99 | 89 | -1.9 | 2 | 3 | -22 | -1 | -10 | 2 | 7
Cc1ccc2c(c1)[nH]c1c(=O)n(CCN3CCNCC3)cnc12 | 91 | 92 | -1.4 | 1 | 14 | -1 | 0 | -11 | 5 | -12
COc1ccccc1NC(=S)NC(=O)C1CC1 | 94 | 91 | -3.2 | 2 | 8 | -29 | -2 | -2 | 1 | nt
O=C(O)CC(c1cccc2ccccc12)n1cccc1 (stereo not given) | 104 | 92 | -1.1 | 12 | 11 | -28 | -2 | -5 | 0 | 4
CCCN1Cc2cccc(C(=O)Nc3ccc(-c4nc5ccccc5[nH]4)cc3)c2C1=O | 102 | 102 | -0.1 | 1 | 3 | -38 | -6 | 4 | 8 | nt
CCOc1ccc(-n2c(SCC(=O)N3CCc4ccccc43)nnc2-c2c[nH]c3ccccc23)cc1 | 87 | 97 | -0.2 | -3 | 3 | -14 | nt | 6 | -14 | 10
COc1ccccc1NC(=S)N1CCN(C/C=C/c2ccccc2)CC1 | 80 | 81 | 0.4 | 3 | 17 | -4 | -2 | 1 | -4 | nt
CCOC(=O)C1=C(C)N(C)C(C)=C(C(=O)OCC)C1c1ccc(C(=O)OC)cc1 | 66 | 64 | -1.6 | 25* | -1 | -4 | 0 | 2 | -7 | 9
CCc1ccc(NSc2ccccc2[N+](=O)[O-])cc1 | 28 | 25 | -4.2 | 3 | 7 | -32 | 0 | -7 | 5 | -42
O=C1c2ccccc2NC(c2ccco2)N1O (stereo not given) | 89 | 98 | -1.8 | 0 | 7 | -24 | 2 | -7 | -2 | -5
O=S(=O)(Cc1ccccc1)N1CCCC(c2nc(-c3ccc(F)cc3)no2)C1 (stereo not given) | 67 | 63 | -2.0 | 13 | 25 | -33 | 0 | -4 | -9 | 2
O=C(C1CCCN(Cc2ccccc2Br)C1)N1CCCCC1 (stereo not given) | 70 | 64 | -2.0 | 6 | 2 | -40 | 0 | -6 | 9 | nt
CC1=C(C(=O)NCc2ccccc2)C(c2cccs2)n2ncnc2N1 (stereo not given) | 107 | 98 | 0.7 | 5 | 9 | -10 | -4 | -12 | 0 | nt
Cc1cccc2c(=O)n3c(nc12)CCCCC3 | 99 | 106 | -0.1 | 2 | 20 | 17 | 0 | -10 | 4 | 15
CCc1ccc(-c2csc(NC(=O)c3cccnc3)n2)cc1 | 50 | 51 | -0.6 | 4 | 4 | -21 | -7 | -7 | 2 | 6
Cc1nc(CCNS(=O)(=O)c2cccs2)cs1 | 106 | 113 | -0.1 | 0 | 12 | -22 | nt | 3 | 17 | 4
O=C(CSc1nnnn1-c1ccccc1)Nc1nc(-c2ccccc2)ns1 | 91 | 98 | 1.1 | 2 | 5 | -6 | -1 | 4 | -8 | nt
COc1ccc(C(C)=O)c(Oc2nc(CN3CCOCC3)nc3scc(-c4cccs4)c23)c1 | 52 | 50 | -4.4 | 8 | 10 | -38 | 1 | -9 | 11 | -2
Cc1[nH]nc2c1C(C1CC=CCC1)C(C#N)=C(N)O2 (stereo not given) | 9 | 13 | -2.1 | 2 | 17 | -24 | -2 | -2 | 6 | 4
CCc1ccc(-c2cn3nc(C)c(C)nc3n2)cc1 | 61 | 62 | -1.4 | 2 | 28 | 2 | nt | -16 | 16 | -34
O=C(COC(=O)c1ccc(Br)o1)Nc1cccc(S(=O)(=O)N2CCCCCC2)c1 | 95 | 94 | 0.9 | 0 | 34* | -37 | 0 | -20 | -10 | -4

Quoted at random: 2 records from the list.
SMILES | HCT116 bCat-KO | PTEN del growth | MRP1 act | NPY-Y2 antag | Measles CPE | BB579 growth dn | Phagocyt inh | Yeast lifespan up | GALR2 antag | E-sel TNF inh
CCc1ccc(-c2cn3nc(C)c(C)nc3n2)cc1 | 61 | 62 | -1.4 | 2 | 28 | 2 | nt | -16 | 16 | -34
Cc1nc(CCNS(=O)(=O)c2cccs2)cs1 | 106 | 113 | -0.1 | 0 | 12 | -22 | nt | 3 | 17 | 4

Remaining list, next part:
SMILES | HCT116 bCat-KO | PTEN del growth | MRP1 act | NPY-Y2 antag | Measles CPE | BB579 growth dn | Phagocyt inh | Yeast lifespan up | GALR2 antag | E-sel TNF inh
O=C(NC12CC3CC(CC(C3)C1)C2)c1ccc(COc2ccc(Cl)cc2[N+](=O)[O-])o1 | 60 | 57 | -5.5 | 2 | 19 | -51 | nt | -12 | -7 | nt
NCCn1c(-c2ccccc2)cc(C(=O)O)c1-c1ccccc1F | 81 | 90 | -1.8 | 0 | 8 | -4 | nt | 5 | -4 | -11
Cn1c(SCC(=O)N2CCN(c3cccc(Cl)c3)CC2)nnc1-c1ccncc1 | 94 | 101 | -2.4 | 1 | 12 | 11 | 0 | -5 | -1 | -15
CCOC(=O)c1c(C)oc2cc(Br)c(OC(C)C(=O)OCC)cc12 (stereo not given) | 85 | 80 | -2.5 | 7 | 6 | -31 | 1 | -21 | -11 | -26
CCOc1cc(C2c3c(n[nH]c3C)C(=O)N2c2ccc(C)cc2)ccc1O (stereo not given) | 81 | 94 | -1.7 | -2 | 10 | -15 | 1 | -13 | -5 | -38
CCc1ccc(-c2nc(CS(=O)CC(=O)NCc3cccnc3)c(C)o2)cc1 (stereo not given) | 88 | 98 | -1.2 | 0 | 5 | -35 | -3 | 9 | 3 | -2
Cn1c(=O)c2c(nc(SCC(=O)Nc3ccccc3)n2C)n(C)c1=O | 94 | 91 | -0.2 | 0 | 27 | 15 | 0 | -6 | 28* | -17
COCCCNC(=O)C1CCN(C(=O)c2cc3sccc3n2Cc2ccc(F)cc2)CC1 | 67 | 68 | -1.3 | 0 | 5 | -33 | 0 | -12 | 0 | nt
Cc1cccc(N=C2NC(=O)/C(=C/C=C/c3ccco3)S2)c1C | 101 | 102 | 1.3 | 1 | 11 | -5 | -8 | -8 | 5 | 15
Cc1ccc2[nH]c(=O)c(C(c3nnnn3CC3CCCO3)N3CCOCC3)cc2c1 (stereo not given) | 95 | 90 | -2.5 | 2 | 20 | -41 | -1 | -5 | -4 | nt
COC(=O)CN(c1cc(OC)ccc1OC)S(=O)(=O)c1ccc(OC)c(OC)c1 | 102 | 100 | -1.9 | -2 | 5 | -35 | -1 | -2 | 14 | -41
FC(F)(F)c1n[nH]c(=S)n1/N=C/c1ccco1 | 84 | 107 | -1.3 | 4 | 10 | -7 | -6 | 3 | 1 | 13
Cn1c(N=Nc2ccccc2)nc2ccccc21 | 15 | 22 | -5.0 | 3 | 20 | -19 | -2 | -5 | 20 | nt
O=C(O)c1ccc(S(=O)(=O)NC2CCCc3ccccc32)cc1 (stereo not given) | 97 | 105 | 0.8 | 1 | 8 | -27 | nt | -7 | -8 | 19
N#Cc1ccc(N=c2ssnc2Cl)cc1 | 97 | 94 | -4.0 | 1 | 23 | -5 | nt | -11 | 12 | 22
COc1ccc(NC(=O)CCOc2ccccc2)c(OC)c1 | 96 | 83 | 2.1 | 3 | 3 | -26 | 1 | -19 | 10 | -13
COC(=O)Cc1c(C)c2ccc(OCc3nn[nH]n3)c(C)c2oc1=O | 96 | 106 | -0.2 | 1 | 9 | -17 | 3 | 0 | 6 | 4
COc1ccc(-c2nnc3ccc(SC(C(C)=O)C(C)=O)nn23)cc1OC | 97 | 89 | -5.5 | 2 | 4 | -33 | 1 | nt | 1 | -15
c1cnc(N2CC[N+]3(CCCC3)CC2)nc1 | 102 | 97 | -1.7 | 1 | 4 | -45 | -2 | 10 | -2 | nt
C/C(=N\NC(=O)c1ccc([N+](=O)[O-])c(C)c1)c1ccccc1Cl | 74 | 70 | -1.2 | 2 | 22 | -55 | 13 | -1 | 4 | 17
CC(C)NC(=O)c1ccc(COCC(F)(F)C(F)F)cc1 | 92 | 96 | 0.1 | -1 | 12 | -12 | nt | -7 | -11 | 7
CCn1c(C)c(C(C)=O)c(NCc2ccccc2)nc1=S | 91 | 102 | -2.2 | 3 | 4 | -10 | -1 | -23 | 7 | 0
CCOC(=O)NC(Nc1cc(C)on1)(C(F)(F)F)C(F)(F)F | 103 | 114 | 0.7 | 1 | 14 | 1 | 1 | -7 | 6 | -28
COc1ccc(CCN(Cc2cc3cc(C)c(C)cc3nc2Cl)C(=O)C2CC2)cc1 | 64 | 71 | -3.0 | 6 | 7 | -22 | 1 | 4 | -2 | -51
COC(=O)Nc1cc([N+](=O)[O-])ccc1OC | 95 | 104 | 0.1 | 0 | 21 | 2 | -7 | -6 | -2 | nt
CCc1ccc(-c2cc(C(=O)NN3CCN(C)CC3)c3ccccc3n2)cc1 | 88 | 91 | -1.8 | 5 | 5 | -49 | -3 | 2 | 11 | nt
O=C(O)CCC(=O)N1N=C(c2c(-c3ccccc3)c3cc(Cl)ccc3[nH]c2=O)CC1c1ccco1 (stereo not given) | 91 | 101 | -2.1 | 1 | 16 | -37 | -5 | 2 | -4 | nt
FC(F)(F)c1cc(-c2ccccc2)nc(N2CCOCC2)n1 | 87 | 83 | -1.5 | 5 | 4 | -45 | nt | -6 | -2 | -2
CC(=O)OCCCNc1cc(Sc2ccc(C)cc2)c2nonc2c1[N+](=O)[O-] | 3.6* | 3.8* | -6.0 | 3 | 17 | -37 | 0 | 5 | 2 | nt
O=C(O)c1cc(-c2ccc(N3CCOCC3)cc2)nn1-c1ccc(F)cc1 | 86 | 96 | 1.3 | 1 | 3 | -24 | -4 | -4 | -6 | 0
